Source: PubChem
TAAR1 antagonist: human TAAR1 antagonism. inhibition, % at 3 µM. 1.5% of 360,000 active. Q96RJ0. CHO RD-HGA16 TAAR1, Fluo-8 calcium fluorescence, antagonist;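 active = inhibition above a per-plate cutoff, the mean inhibition of test compounds on that plate plus 3 SD, cut at about 49% in these data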;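 also: 0% = DMSO plus EC80 beta-PEA response and 100% = DMSO alone without agonist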
Target sequence (Q96RJ0 whole entry, looked up): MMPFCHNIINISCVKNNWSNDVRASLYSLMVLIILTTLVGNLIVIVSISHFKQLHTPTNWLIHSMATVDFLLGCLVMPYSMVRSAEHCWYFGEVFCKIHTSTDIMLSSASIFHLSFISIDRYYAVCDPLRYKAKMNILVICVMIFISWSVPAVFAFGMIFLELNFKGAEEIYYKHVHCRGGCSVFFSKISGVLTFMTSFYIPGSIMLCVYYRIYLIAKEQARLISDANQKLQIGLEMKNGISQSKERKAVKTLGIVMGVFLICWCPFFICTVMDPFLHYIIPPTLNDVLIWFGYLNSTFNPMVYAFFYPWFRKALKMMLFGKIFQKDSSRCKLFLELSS
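Material: RD-HGA16 CHO cells with stable hTAAR1 and Gα16; Dosing: single nominal final test compound concentration of 3 µM; Schedule: seeding 17-24 h prior, 75-min 37 °C, 30-min RT dye loading; Detection: kinetic Fluo-8 calcium fluorescence measurement; Measure: % inhibition from peak post-agonist over basal fluorescence ratio; Benchmarks: vehicle and agonist controls.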
M1 PAM parental: counter-screen for M1 PAMs: effect in parental CHO-K1 cells; ATP EC20, Fluo-8 calcium fluorescence; 0% at ATP EC20, 100% at ATP max; activation, % at 3 µM; 0.02% of 360,000 active; AID 602247;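 active = activation above the run cutoff, the mean activation of all test compounds plus 3 SD, cut at about 40% in these data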;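 also: peak over basal fluorescence ratio in a 140 s read after ATP addition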
OXTR potentiate: potentiates the human oxytocin receptor response | P30559 | CHO-OTR cells, Fluo-8 calcium fluorescence, potentiator mode; 0% = oxytocin EC15, 100% = EC100 | activation, % at 3 µM | 0.061% of 320,000 active;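 active = activation above that plate's cutoff, the mean activation of tested compounds plus 3 SD, cut at about 6.6% in these data, passing the limit was not always enough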;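 also: 100% uses oxytocin at 75 nM as the full agonist control; some results filed as inactive read as strong as hits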
Target sequence (P30559 whole entry, looked up): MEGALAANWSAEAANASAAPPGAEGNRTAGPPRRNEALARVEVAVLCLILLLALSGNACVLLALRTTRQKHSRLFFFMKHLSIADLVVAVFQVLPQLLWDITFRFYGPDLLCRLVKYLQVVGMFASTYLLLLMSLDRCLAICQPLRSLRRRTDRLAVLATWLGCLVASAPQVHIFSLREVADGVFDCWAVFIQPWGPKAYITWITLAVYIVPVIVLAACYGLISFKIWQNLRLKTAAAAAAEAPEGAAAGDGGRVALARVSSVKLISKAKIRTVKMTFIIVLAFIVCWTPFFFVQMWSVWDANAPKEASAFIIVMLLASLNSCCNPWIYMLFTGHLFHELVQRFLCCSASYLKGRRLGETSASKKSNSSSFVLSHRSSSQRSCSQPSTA
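System: human OTR in CHO cells; Also added: sub-maximal oxytocin, roughly EC15; Timing: compound 6 min at room temperature before oxytocin, 100 s read; Technique: Fluo-8 intracellular calcium fluorescence, ex 470-495, em 515-575 nm; Controls: oxytocin EC15 low and EC100 high; Replication: singlicate.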
CHO parental Ca: signal in parental CHO cells, OX1R antagonist counter-screen; inhibition, % at 5.6 µM; 0.63% of 330,000 active; parental CHO-K1, ATP-induced calcium, Fluo-8 fluorescence;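 active = inhibition above that plate's mean sample inhibition plus 3 SD, cut at about 26% in these data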;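 also: 0% = ATP-challenged DMSO wells and 100% = DMSO wells without ATP; some compounds past the cut are filed as inactive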
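test system = CHO parental line | reagent = ATP stimulus | measured by = intracellular calcium via Fluo-8 no-wash fluorescent dye | control set = ATP and no-ATP DMSO wells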
OXTR agonist: human OXTR agonism. 0.32% of 320,000 active. activation, % at 3 µM. P30559. CHO-OTR cells, Fluo-8 calcium fluorescence; normalized: DMSO 0%, oxytocin 100%;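 active = activation above the mean of all tested compounds plus 3 SD, cutoff set per screening run, cut at about 20% in these data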;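 also: peak over basal fluorescence ratio from a 100 s FLIPR kinetic read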
GPR7 antag: antagonists of human GPR7 (neuropeptides B/W receptor 1); GPR7-expressing cells, fluorescence antagonist assay; 1.1% of 290,000 active; P48145; inhibition, % at 4.4 µM; AID 1861; in the data active = inhibition above about 16%, passing the limit was not always enough;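 also: cells stimulated with the agonist NPW; 0% = agonist with vehicle and 100% = vehicle without agonist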
Target sequence (P48145 whole entry, looked up): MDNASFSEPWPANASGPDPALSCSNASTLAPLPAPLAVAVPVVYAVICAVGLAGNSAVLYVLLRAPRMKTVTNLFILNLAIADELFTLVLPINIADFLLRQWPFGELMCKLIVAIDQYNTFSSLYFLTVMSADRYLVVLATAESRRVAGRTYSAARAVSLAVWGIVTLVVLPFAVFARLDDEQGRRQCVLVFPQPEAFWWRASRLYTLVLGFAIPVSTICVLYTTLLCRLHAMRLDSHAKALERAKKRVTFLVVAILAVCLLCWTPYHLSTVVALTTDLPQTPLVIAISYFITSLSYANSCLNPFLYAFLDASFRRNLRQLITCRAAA
V1aR counter: activates human V1a receptor in oxytocin agonist counter-screen; activation, % at 3 µM; CHO-V1R cells, Fluo-8 calcium fluorescence, agonist mode; 0% DMSO, 100% 3 nM vasopressin; AID 2797; 0.25% of 320,000 active; P37288;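 active = activation above the mean activation of all tested compounds plus 3 SD, per screening run, cut at about 20% in these data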;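 also: signal is peak over basal fluorescence ratio across a 100 second FLIPR read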
CHO-K1 Ca antag: nonselective inhibitor or artifact in parental CHO-K1 cells; ATP-induced calcium, Fluo-8 fluorescence; 0.6% of 360,000 active; inhibition, % at 3 µM;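 active = inhibition above a per-plate cutoff, the plate's mean sample inhibition plus 3 SD, cut at about 24% in these data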;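 also: 0% = DMSO plus EC80 ATP and 100% = DMSO alone without ATP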
M1 ag parental: nonselective activator or artifact in parental CHO-K1 cells; Fluo-8 calcium fluorescence; scaled to maximal ATP response, vehicle zero; AID 602248; 0.48% of 360,000 active; activation, % at 3 µM; in the data active = activation above about 15%;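 also: untransfected CHO-K1 host cells lacking M1 receptor as counterscreen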
* hit, by the source's call; . = no result given.

SMILES | TAAR1 antagonist | M1 PAM parental | OXTR potentiate | CHO parental Ca | OXTR agonist | GPR7 antag | V1aR counter | CHO-K1 Ca antag | M1 ag parental
Cc1cc(C)n2c(SCc3c(C)noc3C)nnc2n1 | -17 | 7 | -11 | -6 | 0.2 | 8 | 0.9 | -9 | 0.1
O=C1COc2ccc(NC(=O)c3ccccc3C(=O)O)cc2N1 | -15 | 3 | -9 | 4 | 0.4 | -26 | 0.1 | 10 | 0.0
OC(c1ccc(F)cc1)c1nc(-c2cncnc2)cs1 (stereo unspecified) | -8 | 15 | . | . | . | . | . | -10 | 0.9
CCN(C(=O)COc1cc(=O)n(CC)c2ccccc12)c1cc(Cl)ccc1OC | 49* | 9 | -1 | -11 | -0.6 | 20* | 0.3 | -5 | 5.5
CCOc1c2ccc(C(=O)NCc3ccc4c(c3)OCO4)cc2nn1CC | -4 | 7 | 0 | 0 | -0.8 | 3 | 0.2 | -8 | 0.0
CC(C)n1cc(/C=C(\C#N)S(=O)(=O)c2ccccc2)c2ccccc21 | -16 | 22 | -14 | -14 | -1.3 | 0 | -0.2 | -10 | 0.9
C=CCNc1nnc(SCC(=O)Nc2ccccc2OC)c2ccccc12 | -11 | 2 | -11 | -37 | 2.9 | -9 | 3.9 | -11 | 6.3
CCOC(=S)SCC(=O)Nc1nc(C)c(C)s1 | -25 | 22 | -4 | -4 | 0.0 | -4 | 0.6 | -14 | 0.5
O=C(CNCc1ccc(Cl)cc1)NCc1ccco1 | 20 | -10 | -3 | 3 | -1.6 | -7 | -0.1 | 10 | 0.7
CCN1C(=O)/C(=C/N2CC(C)CC(C)C2)SC1=S (stereo unspecified) | -17 | 16 | -20 | -12 | -0.1 | 0 | 0.9 | -7 | 0.4
CCOC(=O)c1c(C)n(-c2ccc(F)cc2)c2ccc(O)cc12 | . | -8 | -8 | -21 | -2.3 | 72* | -1.6 | -1 | -0.3
O=C(Nc1ccccc1N1CCCCC1)c1ccc(-c2ccc(Cl)cc2)o1 | -11 | 22 | -9 | -23 | 0.8 | -6 | 0.3 | -6 | 0.1

Part of the list above in order of count of non-hydrogen atoms, smallest number first:
SMILES | TAAR1 antagonist | M1 PAM parental | OXTR potentiate | CHO parental Ca | OXTR agonist | GPR7 antag | V1aR counter | CHO-K1 Ca antag | M1 ag parental
CCOC(=S)SCC(=O)Nc1nc(C)c(C)s1 | -25 | 22 | -4 | -4 | 0.0 | -4 | 0.6 | -14 | 0.5
CCN1C(=O)/C(=C/N2CC(C)CC(C)C2)SC1=S (stereo unspecified) | -17 | 16 | -20 | -12 | -0.1 | 0 | 0.9 | -7 | 0.4
CCOC(=O)c1c(C)n(-c2ccc(F)cc2)c2ccc(O)cc12 | . | -8 | -8 | -21 | -2.3 | 72* | -1.6 | -1 | -0.3
C=CCNc1nnc(SCC(=O)Nc2ccccc2OC)c2ccccc12 | -11 | 2 | -11 | -37 | 2.9 | -9 | 3.9 | -11 | 6.3

Continuation.
SMILES | TAAR1 antagonist | M1 PAM parental | OXTR potentiate | CHO parental Ca | OXTR agonist | GPR7 antag | V1aR counter | CHO-K1 Ca antag | M1 ag parental
C#CCNC(=O)C[C@@H]1C[C@@]2(C(=O)OCC)CCC=C2N(CCC2=CCCCC2)C1=O | 1 | 20 | . | . | . | . | . | -20 | 0.6
CC(NC(=O)c1ccccc1NC(=O)c1ccco1)C(=O)O (stereo unspecified) | -9 | 23 | 3 | 5 | 1.5 | -3 | 0.5 | 0 | 4.1
CN(Cc1ccccc1)C(=O)COC(=O)CNS(=O)(=O)c1ccc2ccccc2c1 | 10 | -17 | -8 | -7 | 4.0 | . | 3.0 | -2 | 1.2
Cc1cc(N(C)C)ccc1N=Nc1ccc(N)cc1 | 1 | 2 | -9 | -9 | 1.2 | . | -0.2 | -2 | 0.9
COc1cc(NC(=O)Nc2cccc(Cl)c2)c(C(=O)O)cc1OC | -3 | -21 | -4 | -11 | 0.3 | -13 | -1.2 | 9 | 0.3
O=C(CSc1ccc2nnc(-c3ccccn3)n2n1)Nc1ccccc1F | -18 | 5 | -11 | 6 | 0.3 | 0 | 0.4 | -10 | 1.8
Cc1ccc(-c2nc3ncccc3o2)cc1NC(=O)CC(C)C | 0 | 17 | -5 | -2 | 0.2 | -7 | 0.3 | -13 | 0.8
COc1ccccc1OCc1ccc(C(=O)NCC(C)C)o1 | -19 | -12 | -6 | -15 | -2.0 | -15 | -0.9 | 11 | -0.3
O=C(Nc1cc(S(=O)(=O)N2CCOCC2)ccc1N1CCCC1)c1ccc(Cl)cc1 | 1 | 3 | . | . | . | . | . | -3 | -0.2
CN(Cc1ccccc1)c1nc(-c2ccc([N+](=O)[O-])cc2)nc2ccccc12 | -7 | 20 | 0 | -12 | 0.4 | 3 | 0.4 | -9 | 0.3
CC1CN(CC(=O)c2c(N)n(Cc3ccccc3)c(=O)n(C)c2=O)CC(C)O1 (stereo unspecified) | 16 | 14 | -5 | -8 | 0.2 | -3 | -0.2 | -33 | 0.2
COc1ccccc1CCNC(=O)CCn1nc(C)c2c(C)n(-c3ccccc3)nc2c1=O | 7 | 15 | -4 | -24 | -1.4 | -7 | -1.1 | -10 | 0.5
CN1CCN(c2ccccc2NC(=O)c2ccc3c(c2)OCCO3)CC1 | -5 | -22 | 0 | -13 | 1.8 | -6 | 1.4 | -4 | 2.3
COc1ccc(OC)c(NC(=O)C2(C)CCN2Cc2ccc(OC)c3ccccc23)c1 (stereo unspecified) | -30 | -1 | . | . | . | . | . | -13 | -0.7
O=C(CCc1nnc(-c2ccsc2)o1)N1CCCCC1CCn1ccnc1 (stereo unspecified) | 9 | 4 | -7 | -23 | 1.3 | 8 | 0.7 | -6 | 0.6
CCOC(=O)c1c(-c2ccsc2)csc1N | 2 | 17 | -6 | -17 | -2.7 | 1 | -0.9 | -23 | -0.2
Cc1cc(NC(=O)CCS(=O)(=O)c2ccc(F)cc2)no1 | -5 | 6 | -8 | 2 | 0.2 | . | 0.5 | 0 | -0.2
Nc1nonc1-n1nnc(C(=O)N/N=C/c2ccc(O)cc2)c1CN1CCCCCC1 | 12 | -5 | -4 | -6 | 0.7 | . | -0.6 | -14 | 0.4
CCC(C)Sc1ccc(-c2nc3ccccn3c2NCc2ccccc2)cc1OC (stereo unspecified) | . | 3 | -2 | -9 | -1.9 | . | -1.6 | -12 | 2.0
O=C(NCCCn1ccnc1)c1cc2ccccc2o1 | -32 | 0 | -7 | -12 | 0.1 | -7 | -0.8 | -13 | -0.2
O=C(O)C1C2C=CC3(CN(Cc4ccncc4)C(=O)C13)O2 (stereo unspecified) | -15 | -6 | -7 | -7 | -0.4 | 7 | 0.9 | 10 | -0.2
Cc1ccc(NC(=O)CNC(c2ccccc2)c2ccccc2)c(F)c1 | 2 | 20 | -8 | -15 | -1.5 | -14 | -1.3 | -5 | 0.5
CCCCN(C(=O)c1ccc(N2CCCC2=O)cc1)c1c(N)n(CCCC)c(=O)[nH]c1=O | -9 | 5 | -6 | 3 | 0.3 | . | -0.1 | 3 | 0.7
O=C(Nc1ccccc1F)C(=O)Nc1cccc2ccccc12 | -13 | 11 | -14 | 3 | -3.0 | -1 | -0.4 | -7 | -0.5
C=CCNC(=O)c1c(CSc2ccccc2)noc1C(=O)NCc1ccccc1 | -13 | 8 | 1 | -16 | -0.1 | . | 0.1 | -8 | 0.4
COc1ccc(C2/C=C\CN(S(=O)(=O)c3ccc(C)cc3)[C@H](Cc3ccccc3)C(=O)N2Cc2ccc(F)cc2)cc1 (stereo partly specified) | . | 23 | -9 | -20 | 0.4 | . | 0.7 | -23 | 0.3
CCOC(=O)C(=O)N/N=C(/c1ccccc1)c1ccc(OC)cc1 | -5 | 21 | -3 | -13 | -1.8 | -13 | -2.1 | -17 | 0.4
CCc1noc(C)c1C(=O)NC1CCCc2c1cnn2-c1ccc(C(C)(C)C)cc1 (stereo unspecified) | -13 | 1 | 3 | -16 | 0.7 | -19 | 0.4 | -4 | 0.6
Clc1cccc(-c2nc3c4ccccc4ccn3c2CC2CCCCC2)c1 | -6 | 16 | . | . | . | . | . | -17 | 0.5
CCOC(=O)/C(C#N)=C/c1c(Oc2cc(C)cc(C)c2)nc2ccccn2c1=O | 6 | 17 | 5 | -8 | 0.9 | -4 | 0.7 | -4 | 0.4
O=C(Nc1ccc(F)cc1)C1C2CCC3C(CCC21)C3(Cl)Cl (stereo unspecified) | 35 | -26 | -12 | -19 | -2.3 | 0 | 1.1 | 16 | 0.4
O=c1[nH]c(=O)n(-c2cc(Br)c(O)c(Br)c2)cc1Br | 7 | -3 | -9 | 4 | 1.0 | -6 | 0.3 | -8 | 0.7
CCn1c(=O)n(CC)c2cc(N3CCCC3)c(NC(=O)c3ccccc3C)cc21 | -23 | -6 | 1 | -23 | -2.9 | 0 | -1.4 | -5 | -0.3
Cc1cccc(C)c1-n1nnnc1C1c2ccccc2C(=O)N1CCOc1ccccc1 (stereo unspecified) | 2 | -6 | . | . | . | . | . | -3 | 1.0
COc1ccc(C(=O)Nc2ccc(Oc3ncnc4sc(-c5ccccc5)cc34)cc2)cc1OC | 11 | 15 | -8 | -2 | 0.9 | -6 | 0.9 | -14 | 16*
NC(Cc1ccc(F)cc1)c1csc(Nc2ccc(C(=O)NCCCO)cn2)n1 (stereo unspecified) | 6 | -2 | . | . | . | . | . | -3 | 0.1
CCC(C)NC(=O)CSc1nc2c(sc3ccccc32)c(=O)n1CCCN1CCOCC1 (stereo unspecified) | -8 | 14 | -3 | -8 | -1.1 | -1 | -1.4 | -2 | 0.2
CC(Oc1ccc([N+](=O)[O-])cc1)C(=O)NCC1CCCO1 (stereo unspecified) | -23 | 5 | -1 | -5 | 0.0 | -13 | 2.7 | -12 | 1.2
CCc1nc2c(OCC3COc4ccccc4O3)cccn2c1N(C)C(=O)c1cccc(OC)c1 (stereo unspecified) | -8 | 1 | . | . | . | . | . | -6 | 2.6
Cc1ccc(NC(=O)c2ccc3nccnc3c2)c(C)c1 | -16 | -3 | -4 | 7 | 0.2 | -1 | 0.4 | -1 | 0.1
Cc1nc(Nc2ccccc2Cl)sc1C(=O)Nc1ccccc1 | 24 | 4 | -11 | -9 | -0.8 | 11 | 3.5 | -12 | 3.5
CC(C)n1cc(NC(=O)c2cc(-c3ccccc3)on2)cn1 | -1 | 11 | -10 | -5 | 2.0 | 24* | 2.0 | -8 | 2.7
CC(=N)C1=C(O)CC(c2ccccc2)CC1=O (stereo unspecified) | 1 | 8 | -11 | 9 | 0.7 | -10 | 0.8 | -15 | 1.1
CN1CCN(C(=O)c2ccc(-n3cccc3)cc2)CC1 | 7 | -1 | -6 | 3 | 1.1 | -3 | 0.2 | 18 | -0.5
Cc1cc(OCCCCOc2ccc(C#N)cc2)ccc1[N+](=O)[O-] | 51* | 7 | -25 | 45* | 13 | 10 | 5.9 | -2 | 6.0
COc1ccccc1-c1cnc(C(O)c2ccc(SC)cc2)[nH]1 (stereo unspecified) | 5 | 17 | . | . | . | . | . | -11 | 4.7
